S3 lipid droplet = qHTS Assay for Lipid Storage Modulators in Drosophila S3 Cells | 320,000 tested, 0.64% active | lipid storage change, negative = inhibition, % at the top dose, mostly 46.1 µM; hits show Potency in µM | AID 2685 | Drosophila S3 cells, BODIPY lipid droplet fluorescence, 18-24 h; cells fed with added oleic acid; active = well fitted inhibition curve with a large enough effect in the signal ratio, with a control signal flat, not every such curve was filed as active; inconclusive = small, poorly fitted or top-dose-only effect, or effect the other way, or a change in a side signal; the % refers to the signal ratio
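Drosophila S3 cells loaded with oleic acid (400 uM, as added) and compounds at several concentrations; lipid droplets imaged by 488-nm laser-scanning cytometry, 500–530 nm intensity and object ratio to cell channel. Percent activity normalized to 20 uM Triacsin C.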
S3 lipid droplet cell count max = also measured in S3 lipid droplet; calls as there; cell number change, %; measured here: cell count max response;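 cells counted by Cell Tracker Red CMTPX staining in the red channel; peak over a dose series mostly up to 46.1 µM; percent activity relative to internal control wells on each plate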
Starred values were filed as active, the others as inactive; i = inactive; ? = inconclusive; · = not tested or not shown; [ ] = remark or other dose. % is scaled to controls: 0 for no effect and ±100 for the full control effect; potency is read from the fitted curve at half-maximal effect. An excerpt, so the mix of outcomes need not match the whole.

Values run as follows: S3 lipid droplet, S3 lipid droplet cell count max
CC1=Nn2c(nnc2C2CCCCC2)SC1
  -16%, ·
COc1ccc(CNC(=O)C(NC(C)=O)C(=O)Nc2ccc(C(C)C)cc2)cc1 (stereo not given)
  -6%, 20
Cc1cccc(NC(=S)NCCc2ccccc2)c1C
  -7%, 15
O=C(CN(c1ccc(F)cc1)S(=O)(=O)c1ccccc1)NCc1ccco1
  15%, -15
CC(=O)c1cc(CN2CCC(C(=O)Nc3cccc(-c4cscn4)c3)CC2)cs1
  ?, ·
COc1ccc(-c2nnc(-c3cc4c(ccc5ccccc54)oc3=O)o2)cc1
  ?, ·
CCN1C(=O)/C(=C2\SC(=S)N(CCCOC)C2=O)c2ccccc21
  ?, ·
COc1cc(C(=O)Nc2nc3ccccc3s2)ccc1OCc1c(C)noc1C
  ?, ·
Cc1ccc(NCc2nnc(SCCN3CCCCC3)n2CC2CCCO2)c(C)c1 (stereo not given)
  ?, ·
COc1ccc(NC(=O)c2cccs2)cn1
  -3%, 1
CN(CC(=O)Nc1ccc(Cl)c(C(F)(F)F)c1)C(=O)c1cc(=O)[nH]c2ccccc12
  ?, ·
C#CCNC(=O)/C=C/c1ccc(OC)cc1
  ?, ·
C/C(N)=C(/C#N)C(=O)CSc1nnc(-c2ccc3c(c2)OCO3)o1
  i, 22
CC(OC(=O)Cc1c[nH]c2ccccc12)C(=O)Nc1ccccc1[N+](=O)[O-] (stereo not given)
  ?, ·
O=C(Cn1cnc2c(nnn2Cc2ccc(F)cc2)c1=O)NCc1ccc(F)cc1
  ?, ·
COc1cc(NC(=O)CSc2nnnn2Cc2ccccc2)cc(OC)c1
  ?, ·
Clc1ccc(-c2nnc(COc3ncnc4ccccc34)o2)cc1
  ?, ·
O=C(c1ccc2c(c1)OCO2)N(c1ccc(F)cc1)C1C=CS(=O)(=O)C1 (stereo not given)
  ?, ·
CCOC(=O)N1CCC(NS(=O)(=O)c2cc(C(=O)OC)n(C)c2)CC1
  i, 12
COc1ccc(Cl)cc1Nc1nc2ccc(C)cc2n2cnnc12
  ?, ·
CC(Oc1ccccc1)C(=O)Nc1ccccc1F (stereo not given)
  ?, ·
Nc1c(-c2ccc(Cl)cc2)cnc2c(-c3ccc(F)cc3)cnn12
  ?, ·
COc1ccc(C)cc1NCC(=O)Nc1ccc(C(C)(C)C)cc1
  -12%, -7
Fc1cc(F)cc(NC(=S)NN2CCOCC2)c1
  ?, ·
C/C(=N\NC(=O)Cc1cccn1C)c1cccc2ccccc12
  ?, ·
Cc1ccc(NC(=O)CSCc2cc(=O)n3cc(C)sc3n2)cc1
  i, 8
COc1ccc(CC(=O)NC(C)CCc2ccccc2)cc1 (stereo not given)
  ?, ·
O=C(NNc1cc(N2CCOCC2)nc(N2CCOCC2)n1)C12CC3CC(CC(C3)C1)C2
  ?, ·
CCOC(=O)C1=C(CS(=O)(=O)c2ccccc2)NC(=O)NC1c1cccc(OC)c1 (stereo not given)
  8%, 15
Cn1c(=O)c2c(nc(Br)n2CCSc2nnnn2-c2ccccc2)n(C)c1=O
  ?, ·
Cc1ccc(C(=O)COC(=O)COc2ccc(C)c(C)c2)cc1
  4%, 7
CN(C)CCCNCC(=O)NN(c1ccccc1)c1ccccc1
  0%, -4
CSc1cccc(NC(=S)N2CCC(N(C)C3CCCCCC3)CC2)c1
  7%, 12
COc1ccccc1N1CCN(C(=O)CN(Cc2ccccc2)S(C)(=O)=O)CC1
  ?, ·
O=C(/C=C/c1ccc2c(c1)OCO2)NCCS(=O)(=O)N1CCN(c2ccc(F)cc2)CC1
  ?, ·
CC(=O)NC(C(=O)NCC(N)=O)C(C)C (stereo not given)
  ?, ·
O=[N+]([O-])c1ccc(COn2nnc3ccccc32)cc1
  7%, 5
CN1CCc2c(sc(NC(=O)c3cc4cc([N+](=O)[O-])ccc4s3)c2C(N)=O)C1
  ?, ·
S=C(NCc1ccccc1)NN1CCOCC1
  ?, ·
O=C(CSc1nnc(-c2ccccc2)n1-c1ccc(Cl)cc1)NC1CCS(=O)(=O)C1 (stereo not given)
  -10%, 1
Cc1ccnc(NC(=O)c2ccc(NC(=O)c3ccco3)cc2)c1
  ?, ·
COc1ccc(S(=O)(=O)N2CN(Cc3ccco3)c3nc4ccccc4nc32)cc1
  i, -6
O=C(/C=C/c1ccccc1)NC1CC2CCCC(C1)N2Cc1ccccc1 (stereo not given)
  ?, ·
CCc1ccccc1NC(=O)Cn1nnc(C(=O)NCc2cccc(OC)c2)c1N
  8%, 17
O=C(NCCS(=O)(=O)N1CCCC1)c1ccccc1
  -16%, -20
COc1ccc(OCCN(C)CC(=O)Nc2ccccc2SC)cc1
  ?, ·
CCOC(=O)c1cc(C)nc(S(C)(=O)=O)c1C#N
  ?, ·
COC(=O)CC(NC(=O)CN1CCN(c2ccc(F)cc2)CC1)c1cccc(F)c1 (stereo not given)
  10%, 14
Cc1cc(N(C(=O)c2ccco2)C(C(=O)NC2CCCCC2)c2ccccc2)ccc1-n1cnnn1 (stereo not given)
  21%, -2
CCCOc1ccc(C2=CC(=O)C[C@H](c3ccc(OC)cc3)C2)cc1
  i, 7
COC(C(=O)NC1CC1)c1ccccc1 (stereo not given)
  -2%, 9
COc1ccc(CCn2c(N)cc(=O)[nH]c2=O)cc1OC
  ?, ·
c1ccc(-c2[nH]ncc2CN2CCc3ccccc3C2)cc1
  ?, ·
COc1ccc([C@@H]2[C@@H]3C(=O)N(C(C)(C)C)C(=O)[C@@H]3[C@]3(Cc4ccc(Cl)cc4)C(=O)N(c4cccc(Br)c4)C(=O)N23)cc1
  ?, ·
O=C(O)CC(c1ccccc1)n1cnnn1 (stereo not given)
  ?, ·
Cc1ccsc1/C=N/NC(=O)c1cccs1
  10%, 9
Cc1cccc(Nc2sc(C(=O)c3cc4cc(Cl)ccc4o3)c(N)c2C#N)c1
  -19%, -23
CC(C)C1CCN(C(=O)C2CCC(=O)N(CCc3ccc(Cl)cc3)C2)CC1 (stereo not given)
  -3%, -10
CC1(C)NC(=O)N(CC(=O)N2CCN(S(=O)(=O)c3cc(Cl)ccc3Cl)CC2)C1=O
  ?, ·
CC(C)COc1nc2ccccc2nc1N1CCN(C)CC1
  i, ·

2 of the compounds above, as labelled records:
COC(C(=O)NC1CC1)c1ccccc1 (stereo not given)
  S3 lipid droplet: -2%	S3 lipid droplet cell count max: 9

c1ccc(-c2[nH]ncc2CN2CCc3ccccc3C2)cc1
  S3 lipid droplet: ?	S3 lipid droplet cell count max: ·

The listing continues:
Values run as follows: S3 lipid droplet, S3 lipid droplet cell count max
COC(=O)NNC(=O)C1CCC(C(=O)NNC(=O)OC)CC1 (stereo not given)
  11%, 8
CCCCOc1ccc(C(=O)CCN2CCOCC2)cc1
  ?, ·
COc1ccc(CC(=O)OCC(=O)c2c[nH]c3ccccc23)cc1
  ?, ·
COc1ccc(NC(=O)CCN2C(=O)/C(=C/c3ccc4c(c3)OCO4)SC2=S)cc1
  7%, 0
O=C(O)CCCc1nc2ccccc2s1
  12%, -11
CC1CCc2c(sc(NC(=O)/C=C/c3cccs3)c2C(=O)O)C1 (stereo not given)
  ?, ·
O=[N+]([O-])c1cc(CN(CCO)CCO)ccc1O
  -8%, 27
O=C(CN1C(=O)c2ccc([N+](=O)[O-])cc2C1=O)NC1CCS(=O)(=O)C1 (stereo not given)
  ?, ·
O=C(O)c1cc(S(=O)(=O)Nc2ccc3cn[nH]c3c2)ccc1Br
  ?, ·
CCN(CC)c1ccc2cc(-c3nc4ccccc4n3C)c(=O)oc2c1
  ?, ·
CN(Cc1nc(Cc2ccccc2F)no1)Cc1cccc2ncccc12
  ?, ·
Cc1ccc(C(=O)N/C(=C\c2ccc(C(C)C)cc2)C(=O)NCCCN2CCOCC2)cc1
  11%, 20
CC(=O)Nc1ccc(S(=O)(=O)Nc2ccn(Cc3ccccc3Cl)n2)cc1
  ?, ·
c1ccc(-c2noc(CSc3nnnn3C3CCCCC3)n2)cc1
  i, ·
COc1cc2[nH]c(=O)c(C(=O)NCc3ccccc3Cl)c(O)c2cc1OC
  ?, ·
CCn1c(=N)n(CC(=O)c2cccc([N+](=O)[O-])c2)c2ccccc21
  ?, ·
N#C/C(=C\c1cccs1)Sc1nc2ccccc2s1
  i, ·
CCc1nc(N2CCN(C(=O)c3ccco3)CC2)c2oc3ccccc3c2n1
  ?, ·
O=C(NO)c1cc(OCC(F)(F)F)ccc1OCC(F)(F)F
  ?, ·
O=C(CCc1ccccc1)NC1(Cc2ccccc2)CCN(CCCc2ccccc2)C1=O (stereo not given)
  15%, -15
COc1ccccc1NC(=O)CCC(=O)OCc1ccc(Cl)cc1
  ?, ·
Cc1cc(/C=C2\SC(N)=NC2=O)c(C)n1-c1ccc(F)cc1
  18%, 4
O=C(NCCOc1ccccc1)c1ccccc1Cl
  12%, 33
O=C(COC(=O)C1(c2ccc(F)cc2)CCCC1)NCc1ccco1
  i, ·
Cc1c(CN2CCc3c([nH]c4ccccc34)C2C2CCCCC2)cnn1C (stereo not given)
  2%, 17
CCNC(=S)NC1CC2CCC(C1)N2Cc1ccccc1 (stereo not given)
  -14%, 7
CC1CCCN(CCCNC(=O)C2CCCN(c3ncnc4c3nc3n4CCCCC3)C2)C1 (stereo not given)
  ?, ·
Cc1ccsc1C(C(=O)NCc1ccccc1)N(C(=O)c1csnn1)c1ccccc1 (stereo not given)
  ?, ·
COc1cccc(OCc2nn[nH]n2)c1
  9%, 6
Cc1cc(C)nc(-n2ncc3c2CC(C)CC3=O)n1 (stereo not given)
  7%, 3

Continued.
Compound	S3 lipid droplet	S3 lipid droplet cell count max
Cc1cc(=O)[nH]c(=S)[nH]1	-2%	17
NC(=O)C1CCN(CC(=O)Nc2cc(Cl)ccc2Oc2ccccc2)CC1	?	·
COc1ccc(/C=N/n2c(COc3ccccc3)n[nH]c2=S)cc1OC	17%	·
O=C1CCn2nc(-c3ccc(Cl)cc3)cc2N1	16%	11
CCn1c(CCCNC(=O)c2cccs2)nc2ccccc21	i	·
COc1ccc(C(=O)N2CCN(c3ccccc3)CC2)cc1S(=O)(=O)NC1CC1	?	·
COc1cccc2cc(C(C)N(CCCN3CCOCC3)C(=S)Nc3ccc(C)cc3)oc12 (stereo not given)	?	·
COC(=O)c1ccc(C)c(NC(=O)c2ccc(CN3CCc4ccccc4C3)cc2)c1	?	·
Oc1[nH]c2ccccc2c1OCc1ccncc1	?	·
CCCCCCc1cc2cc(-c3nnc(-c4ccccc4OC)o3)c(=O)oc2cc1O	?	·
CCn1c(COc2ccc3c(c2)CCCC3)nnc1SCC(=O)Nc1nccs1	2%	6
Cc1ccc(SCC(=O)N(C)CC(=O)Nc2cccc(F)c2)c(C)c1	i	-11
O=c1c2ccccc2nc2sc(Nc3ccc(F)cc3)nn12	i	-15
N#Cc1ccc(OCC(=O)Nc2cc(S(=O)(=O)N3CCOCC3)ccc2N2CCOCC2)cc1	-7%	4
CC(=O)Cc1nsc(NC(=O)c2cccs2)n1	-4%	12

Fetched one by one from above:
Compound	S3 lipid droplet	S3 lipid droplet cell count max
CC(=O)Cc1nsc(NC(=O)c2cccs2)n1	-4%	12
Cc1cc(=O)[nH]c(=S)[nH]1	-2%	17
CCn1c(COc2ccc3c(c2)CCCC3)nnc1SCC(=O)Nc1nccs1	2%	6
COc1ccc(C(=O)N2CCN(c3ccccc3)CC2)cc1S(=O)(=O)NC1CC1	?	·
CCCCCCc1cc2cc(-c3nnc(-c4ccccc4OC)o3)c(=O)oc2cc1O	?	·
N#Cc1ccc(OCC(=O)Nc2cc(S(=O)(=O)N3CCOCC3)ccc2N2CCOCC2)cc1	-7%	4

Two of the compounds above, as labelled records.
compound: CN(Cc1nc(Cc2ccccc2F)no1)Cc1cccc2ncccc12
  S3 lipid droplet = ?	S3 lipid droplet cell count max = ·

compound: Cc1ccc(C(=O)N/C(=C\c2ccc(C(C)C)cc2)C(=O)NCCCN2CCOCC2)cc1
  S3 lipid droplet = 11%	S3 lipid droplet cell count max = 20

(continued)
Compound	S3 lipid droplet	S3 lipid droplet cell count max
CC(=O)c1ccc(C(=O)N2CCCC(Nc3ccccc3)C2)s1 (stereo not given)	?	·
ClC1(Cl)CC1CSc1nc2ccccc2[nH]1 (stereo not given)	i	·
CCOC(=O)N1CCN(C(=O)COC(=O)CSc2cc(C)c(Br)cc2C)CC1	?	·
CC(=O)c1sc(NC(=O)CCS(=O)(=O)c2ccccc2)nc1C	1%	4
CC(C)N(C(=O)CSc1nn2c(=O)c(C(C)(C)C)nnc2s1)c1ccccc1	?	·
Cc1nnc(SCc2nnc(-c3ccccc3Br)o2)s1	4%	13
CC(=O)Nc1ccc(Oc2ccc(S(=O)(=O)N3CCCC3)cn2)cc1	?	·
Cc1nc2nc(CCNS(=O)(=O)c3ccc(Cl)cc3)cn2nc1C	i	-1
CCc1cccc(C)c1NC(=O)C1CC(=O)N(C2CCCC2)C1 (stereo not given)	?	·
COCCN(CC1CCCN(C2Cc3ccccc3C2)C1)C(=O)c1cccs1 (stereo not given)	?	·
O=C(NN1C(=O)C2C3C=CC(C3)[C@H]2C1=O)c1cccnc1 (stereo not given in full)	10%	3
CCOc1ccc(N2CC(C(=O)Nc3cccc(S(=O)(=O)N4CCCCC4)c3)CC2=O)cc1 (stereo not given)	6%	6
Cc1nn(C)c(Oc2ccc(Cl)cc2)c1C=O	?	·
COc1ccc(NC(=S)N2CCN(C(c3ccccc3)c3ccccc3)CC2)c(OC)c1	?	·
CCNC(=O)COc1cc(C)c(Br)c(C)c1	-1%[9.22 µM]	6
Cn1c(C(=O)N2CCN(Cc3ccccc3)CC2)cc2c(=O)n(C)c3ccccc3c21	?	·
CCC(=O)N(Cc1cc2c(C)cc(C)cc2[nH]c1=O)C1CCCCC1	15%	-26

Assay outcomes as filed in PubChem BioAssay.
